EBV LMP1 NFkB: inhibitors of Epstein-Barr LMP1-induced NF-kappaB reporter | LMP1-induced NF-kappaB luciferase reporter cells, luminescence | inhibition, % at 12.5 µM | 350,000 compounds, 0.69% hits; in the data active = inhibition above about 41%;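 note: 0% = neutral control wells and 100% = reference inhibitor control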
NR2F2 inh: blocks human COUP-TFII nuclear receptor; HEK293T NGFI-A luciferase reporter, luminescence; inhibition, % at 8.6 µM; 370,000 compounds, 0.7% hits; AID 686940;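 active = inhibition above a per-plate cutoff, mean inhibition of test wells between control levels plus 3 SD, cut at about 38% in these data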;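 note: cells cotransfected with COUP-TFII expression vector driving the NGFI-A reporter; 0% = median of COUP-TF2 test wells and 100% = reporter-only cells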
Target sequence (P24468 whole entry, looked up): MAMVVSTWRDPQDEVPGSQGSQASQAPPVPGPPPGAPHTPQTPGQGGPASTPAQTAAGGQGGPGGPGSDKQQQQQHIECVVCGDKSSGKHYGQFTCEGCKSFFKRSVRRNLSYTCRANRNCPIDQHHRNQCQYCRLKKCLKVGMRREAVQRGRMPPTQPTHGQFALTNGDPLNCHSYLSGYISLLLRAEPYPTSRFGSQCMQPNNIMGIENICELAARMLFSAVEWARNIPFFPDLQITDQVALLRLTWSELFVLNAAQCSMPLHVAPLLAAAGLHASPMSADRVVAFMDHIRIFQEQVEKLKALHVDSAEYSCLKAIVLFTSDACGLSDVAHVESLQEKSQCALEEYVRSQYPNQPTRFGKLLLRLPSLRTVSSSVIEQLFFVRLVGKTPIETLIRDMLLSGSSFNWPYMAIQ
NCOA3 inh: inhibits human SRC3 coactivator; 360,000 compounds, 0.17% hits; inhibition, % at 3.6 µM; HEK293 GAL4-SRC3 luciferase reporter, luminescence; Q9Y6Q9;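 active = inhibition above a per-campaign cutoff, the mean of all compounds plus 3 SD, cut at about 60% in these data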;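 note: 0% = DMSO-treated cells and 100% = gossypol-treated cells at 36 µM; higher means less SRC3-driven luciferase light from the GAL4 reporter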
LRH-1 inv ag: suppresses constitutive activity of human LRH-1. O00482. HEK293T StAR-luciferase reporter, LRH-1 transfected, 24 h. inhibition, % at 3.6 µM. 360,000 compounds, 0.13% hits. AID 602396;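 active = inhibition above the mean inhibition of all tested compounds plus 3 SD, cut at about 73% in these data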;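 note: 0% = DMSO wells and 100% = reporter-only cells lacking LRH-1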
Target sequence (O00482 whole entry, looked up): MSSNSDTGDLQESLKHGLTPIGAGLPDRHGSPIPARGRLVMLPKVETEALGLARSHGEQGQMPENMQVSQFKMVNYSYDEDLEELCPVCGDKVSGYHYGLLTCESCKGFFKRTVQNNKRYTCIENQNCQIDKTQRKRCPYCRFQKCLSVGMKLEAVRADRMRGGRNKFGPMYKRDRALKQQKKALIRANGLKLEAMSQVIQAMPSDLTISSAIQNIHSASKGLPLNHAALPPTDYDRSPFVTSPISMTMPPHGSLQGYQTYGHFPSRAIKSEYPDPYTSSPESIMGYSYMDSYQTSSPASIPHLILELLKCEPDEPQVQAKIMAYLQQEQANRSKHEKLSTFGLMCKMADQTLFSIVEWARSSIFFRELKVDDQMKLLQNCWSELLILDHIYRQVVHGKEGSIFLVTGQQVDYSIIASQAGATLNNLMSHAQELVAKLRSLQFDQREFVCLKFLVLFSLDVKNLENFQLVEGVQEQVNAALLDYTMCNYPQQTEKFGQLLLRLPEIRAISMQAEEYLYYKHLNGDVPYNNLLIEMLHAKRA
MC4R antag cAMP: antagonists of human melanocortin 4 receptor (MC4R) | P32245 | MC4R-expressing cells, MTII-stimulated cAMP, LANCE TR-FRET | inhibition, % at 6.5 µM | 360,000 compounds, 0.48% hits | AID 540295;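 active = inhibition above its plate's cutoff, the mean of tested wells on that plate plus 3 SD, cut at about 29% in these data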;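 note: 0% = Melanotan II alone and 100% = Melanotan II plus saturating MCL0020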
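Test system: U2OS cells stably expressing human melanocortin 4 receptor (MC4R); also added: Melanotan II challenge; compound: 6.5 µM single dose; timing: 30-min compound preincubation, 1-h Melanotan II challenge, 1-h detection, room temperature; signal: Eu-cAMP/anti-cAMP TR-FRET, emission 671 nm; repeats: one well per compound, no replicates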
ABHD5 PLIN5 PPI: ABHD5-PLIN5 protein interaction inhibition | inhibition, % at 4 µM | Split G. princeps luciferase complementation, luminescence, 4 h | AID 602281 | 360,000 compounds, 0.78% hits | Q00G26+Q8WTS1;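 active = inhibition above the mean inhibition across every tested compound plus 3 SD, cut at about 22% in these data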;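 note: 0% = DMSO only wells and the 100% control is not disclosed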
NCOA1 inh: inhibitors of human steroid receptor coactivator 1 (SRC1); HEK293 GAL4-SRC1 luciferase reporter, luminescence; AID 588354; 360,000 compounds, 0.12% hits; Q15788; inhibition, % at 3.6 µM;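 active = inhibition above the campaign mean plus 3 SD, with each screening campaign given its own cutoff, cut at about 60% in these data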;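 note: 0% = DMSO treated cells and 100% = gossypol at 36 µM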
NOD2 RIPK2 PPI: NOD2-RIPK2 protein interaction inhibition. 360,000 compounds, 0.38% hits. CHO BLA complementation NOD2-RIPK2, CCF4 ratio. inhibition, % at 4.98 µM. O43353; in the data active = inhibition above about 21%;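 note: 0% = vehicle only and 100% = reference blocker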
MC4R ag barr: agonists of human melanocortin 4 receptor (MC4R) beta-arrestin; activation, % at 8.9 µM; P32245; U2OS MC4R beta-arrestin complementation, luminescence; percent of melanotan II response, DMSO zero; 360,000 compounds, 0.98% hits; AID 540308;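 active = activation above a per-plate cutoff, the mean activation of sample wells on that plate plus 3 SD, cut at about 8% in these data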
TLR9-MyD88 inh: TLR9-MyD88 interaction inhibition; CHO BLA complementation TLR9-MyD88, CCF4 FRET ratio; 340,000 compounds, 0.21% hits; inhibition, % at 4.98 µM;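 active = inhibition above the mean over all tested compounds plus 3 SD, cut at about 21% in these data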;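 note: 0% = DMSO only wells and 100% = clavulanate BLA inhibitor control wells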
NCOA2 inhibitor: inhibits human steroid receptor coactivator 2; 370,000 compounds, 0.17% hits; AID 651957; HEK293 GAL4-SRC2 luciferase reporter, luminescence; Q15596; inhibition, % at 9 µM;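 active = inhibition above the mean inhibition of all tested compounds plus 3 SD, set per campaign, cut at about 52% in these data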;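 note: 0% = DMSO treated cells and 100% = cells given Gossypol at 36 µM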
* hit, by the source's call; nt = not tested or not shown. This is a subset; count on the stated rates, not on these rows.

mol | EBV LMP1 NFkB | NR2F2 inh | NCOA3 inh | LRH-1 inv ag | MC4R antag cAMP | ABHD5 PLIN5 PPI | NCOA1 inh | NOD2 RIPK2 PPI | MC4R ag barr | TLR9-MyD88 inh | NCOA2 inhibitor
CSc1ccccc1NC(=O)c1ccccc1 | 2 | 9 | -1 | -3 | 0 | 1 | 6 | -1 | -0.2 | 3 | -24
CCOC(=O)C1=C(O)CSC1=Nc1cccc2ccccc12 | 13 | 7 | 13 | -1 | 3 | 0 | -3 | -7 | 0.7 | -5 | 0
Cc1ccc(C(=O)OCC(=O)c2c(N)n(C)c(=O)n(C)c2=O)cc1S(=O)(=O)N1CCOCC1 | 1 | -9 | 17 | 11 | 9 | 9 | 1 | -1 | 1.1 | -1 | 15
CC1CCCC(N2CCN(C(=O)c3ccccc3F)CC2)C1 (stereo unspecified) | -4 | -5 | -3 | -7 | 6 | -1 | -5 | -3 | -1.6 | -4 | 14
OCCN1CCN(c2nc3ccccc3nc2-c2ccccc2)CC1 | -1 | 9 | 11 | 6 | 13 | -3 | -7 | 3 | -0.5 | -12 | -25
Cc1ccc(S(=O)(=O)N(C)c2ccc(OCC(=O)OCC(=O)N(CC#N)c3ccccc3)cc2)cc1 | -1 | 7 | 2 | -7 | 12 | -4 | -13 | 3 | -0.9 | -6 | 4
COc1ccc(Cc2nn3c(-c4ccccc4Br)nnc3s2)cc1 | 25 | 5 | 15 | 32 | -20 | 8 | 17 | 1 | 0.7 | 8 | 5
O=C(O)c1ccc2c(c1)ncn2C1CCCC1 | -3 | -24 | -21 | -11 | 3 | -5 | -22 | -10 | -0.9 | 5 | -60
COc1ccc(C(=O)NCC(c2cccnc2)N2CCN(c3ccccc3)CC2)cc1OC (stereo unspecified) | 9 | -3 | 12 | 18 | 4 | 3 | 11 | 3 | 0.3 | 3 | 11
CNc1nc(N/N=C/c2cc3c(cc2[N+](=O)[O-])OCO3)nc(Nc2ccccc2)n1 | -9 | -15 | -27 | -24 | 16 | 3 | -10 | -7 | 25* | 5 | 16
COc1ccc(-c2n[nH]c(C)c2-c2ccc(Cl)cc2)c(O)c1 | -2 | 7 | -3 | -12 | -4 | -7 | -3 | 10 | 9.1* | -9 | -6
CCNc1nc(NC(C)C)nc(OCCOC(=O)c2ccccc2)n1 | -4 | -18 | -12 | 0 | 21 | 1 | -11 | -10 | 1.8 | 4 | -6
COc1ccc2c(Cn3cnc4cc([N+](=O)[O-])ccc4c3=O)cc(=O)oc2c1 | 4 | nt | -10 | 19 | -14 | -7 | 7 | 3 | -0.4 | 6 | nt
CN(NC(=O)Nc1ccc(Cl)cc1)c1c(Cl)c(Cl)nn1C | 9 | 6 | 6 | 34 | 2 | -3 | 10 | -12 | -1.6 | -5 | 7
CC1CCC(NC(=O)c2cccn2C)CC1 (stereo unspecified) | -15 | -45 | -110 | -186 | 2 | 1 | -111 | -3 | 1.0 | 1 | -80
Cc1c([N+](=O)[O-])c([N+](=O)[O-])nn1CC(=O)N1CCOCC1 | -7 | -10 | 0 | 17 | 4 | 0 | -1 | 8 | -1.7 | -4 | 0
CC(=O)Nc1ccc(-c2ccnc3c2CC(C)(C(=O)Nc2ccccc2)O3)cc1 (stereo unspecified) | nt | -5 | -16 | 15 | 11 | 4 | 16 | -4 | 2.1 | nt | 21
O=C(Nc1c(-c2ccccc2)nc2ccccn12)c1ccco1 | 1 | 1 | 0 | 0 | 2 | 3 | 17 | -4 | -2.0 | -12 | -19
COc1cccc(-c2noc(CCC(=O)Nc3cccnc3)n2)c1 | 0 | -10 | -6 | -29 | 2 | -2 | -26 | 5 | 0.1 | -10 | -1
O=C(NCc1ccccc1)N1CCC(Cc2ccccc2)CC1 | 4 | 8 | -12 | -16 | 14 | 1 | -63 | 5 | -0.4 | 3 | -21
CCOC(=O)CCCSc1nc2sc3c(c2c(=O)[nH]1)CCC3 | -5 | -1 | 10 | -5 | 6 | 5 | 3 | 5 | 0.2 | 3 | -18
COc1ccc(NCc2nnc(SCC(=O)NCc3ccccc3)n2-c2ccccc2OC)cc1 | 0 | -11 | 0 | 3 | 2 | 1 | -7 | -7 | 0.4 | -2 | 5
Cc1ccc(NS(=O)(=O)c2cc(C(=O)NCc3ccccn3)ccc2Cl)cc1 | -10 | -16 | 13 | -9 | 8 | -1 | -11 | -7 | -0.8 | -4 | -11
Cc1cc(NC(=O)c2ccc3c(c2)C(=O)N(C2CCCCC2)C3=O)no1 | -8 | 14 | -31 | -13 | 17 | -4 | -76 | -4 | -1.1 | -2 | -3
Cc1nc(N2CCN(C(=O)c3ccco3)CC2)c(C#N)c2c1CCCC2 | 10 | -4 | -8 | -20 | 10 | 3 | -3 | 1 | -2.5 | -12 | -33
O=C(C(=Cc1ccc(F)cc1)C(=O)c1ccccc1)c1ccccc1 | nt | -21 | -56 | -76 | nt | 94* | -115 | 29* | nt | nt | -45
COc1cc(-c2noc(C)c2C(=O)NCc2ccc3c(c2)OCO3)cc(OC)c1OC | 0 | 1 | -2 | -21 | 15 | -2 | -3 | -10 | 2.3 | 4 | -9
CC(C)(C)NC(=O)COC(=O)Cc1ccc(Cl)cc1 | 4 | 8 | 7 | -15 | 4 | 1 | 6 | -7 | 1.6 | 3 | 7
Cc1ccccc1CN1CCN(CC(=O)NCCCN2CCN(c3ccc(F)cc3)CC2)C1=O | -2 | 17 | 23 | 18 | 4 | 2 | 11 | -1 | 1.4 | -11 | 13
CCCN1CCC(N(C)CCc2ccc(OC)c(OC)c2)CC1 | -9 | -19 | 14 | -5 | 0 | 4 | -5 | 8 | -1.2 | 0 | -17
CCCCCCOC(=O)C(C#N)c1nc2ccccc2nc1N1CCOCC1 (stereo unspecified) | -11 | -1 | 15 | -9 | -1 | 6 | -16 | -11 | 0.0 | 0 | -5
COc1cc(Nc2cccc[n+]2C)cc(OC)c1OC | 0 | 4 | 15 | -1 | 5 | 6 | 12 | -12 | -0.7 | 3 | 5
Cc1ccc(OCCOC(=O)C2CCN(S(=O)(=O)c3ccc(C)c(C)c3)CC2)cc1 | -6 | 11 | -22 | 2 | 18 | -7 | -3 | -6 | -1.1 | -10 | 14
O=C(O)CCCCC1SCC2NC(=O)NC21 (stereo unspecified) | -7 | -4 | 19 | 8 | 15 | -2 | -6 | -3 | -1.8 | 4 | -6
COCCN1C=C2C(=O)C(C)(OC(=O)CCc3ccccc3)C(=O)C=C2C=C1c1ccc(C#N)cc1 (stereo unspecified) | -1 | 16 | -9 | 9 | -8 | -18 | -5 | -5 | -2.1 | -4 | -9
CCN(CC)CCNc1nc(-n2nc(C)cc2C)nc2sc3c(c12)CC(C)(C)OC3 | 3 | 0 | -6 | -17 | -1 | 1 | -53 | 0 | 0.1 | 6 | 3
COc1cc(NS(=O)(=O)c2c(C)[nH]c(C)c2C(=O)N2CCCC2)cc(OC)c1OC | -8 | -19 | -7 | -2 | 4 | 5 | 2 | -2 | -0.8 | -11 | 12
O=C(NC1CCN(C(=S)Nc2ccccc2Cl)CC1)C1CCCCC1 | -2 | 3 | 3 | -6 | 26 | -2 | -35 | -3 | -1.9 | -10 | 4
Cc1c(NC(=O)/C(C#N)=C/c2ccccc2)c(=O)n(-c2ccccc2)n1C | 6 | 13 | -3 | 8 | -1 | 8 | 5 | 1 | 0.1 | 2 | -1
S=c1[nH]c(-c2ccccc2)cn1/N=C/c1cccs1 | -3 | -13 | -4 | -4 | 9 | -7 | -41 | -10 | 1.9 | 3 | -34
CC(=O)c1cccc(NC(=O)CSc2nc(=O)n(CCN3CCOCC3)c3c2CCCC3)c1 | 0 | -14 | 11 | -23 | 10 | -5 | -6 | -4 | -2.1 | 0 | -8
C=CCN1C2CCCC1CC(NC(=S)Nc1ccc(Cl)cc1)C2 (stereo unspecified) | 1 | 30 | 4 | -5 | 13 | 3 | 0 | -6 | 0.5 | -12 | 5
COc1ccc(NC(=S)NC(=O)c2ccccc2Cl)cc1 | -4 | -29 | -23 | -76 | 7 | -2 | -35 | -7 | -1.3 | 5 | -21
Cc1ccc(Nc2nc(NCc3cccs3)nc3ccsc23)c(C)c1 | nt | 18 | 3 | -4 | -14 | 0 | -2 | 1 | 1.4 | nt | -14
O=S(=O)(Nc1nc2ccccc2nc1N1CCN(c2ccccc2F)CC1)c1ccc(Cl)cc1 | -4 | -2 | -4 | -12 | 16 | 0 | -9 | -4 | 1.7 | -20 | 13
CCOC(=O)N1CCN(C(=O)c2ccc(Cn3c(=S)[nH]c4cc5c(cc4c3=O)OCO5)cc2)CC1 | -2 | 2 | 1 | 1 | 6 | 3 | 6 | -1 | 1.9 | 0 | -16
COC(=O)C1=C(COc2ccccc2)NC(=O)NC1c1ccc(Br)cc1 (stereo unspecified) | -1 | 6 | -9 | -11 | -8 | -3 | -10 | -8 | -0.7 | 6 | -18
COc1ccccc1C(=O)NCCn1cc(SCC(=O)Nc2cc(C)on2)c2ccccc21 | 14 | -6 | 3 | -4 | 5 | -4 | 7 | -13 | -1.1 | -6 | 13
Cc1nc2ccc(NC(=O)COc3cccc(F)c3)cc2s1 | 5 | 8 | 9 | -12 | 4 | -2 | -6 | 6 | -2.2 | -8 | 1
CCCOc1ccc(C(=O)N(Cc2cccs2)C2CCS(=O)(=O)C2)cc1 (stereo unspecified) | 6 | 9 | 15 | 9 | 8 | -1 | -12 | -10 | 0.6 | 2 | 10
Clc1ccc(COc2ccccc2-c2ccnc3ncnn23)cc1 | -21 | -62 | -36 | -61 | 3 | 0 | -31 | 2 | -0.5 | -6 | -50
CC[C@]12c3[nH]c4ccc(Cl)cc4c3CCN1C(=O)[C@@H](CC(=O)NCC13CC4CC(CC(C4)C1)C3)C[C@@H]2C(=O)N1CCN(C(=O)C2CC2)CC1 | 4 | 2 | 11 | -7 | -9 | 2 | 5 | -9 | -1.9 | -3 | -18
Cc1cc2c(c(=O)n1CCN(C)C)C(c1ccc(Br)cc1)C(C#N)=C(N)O2 (stereo unspecified) | -5 | -3 | -5 | -3 | 0 | 0 | 11 | 1 | -1.6 | 3 | 7
COC(=O)c1cc2ccsc2n1CC(=O)Nc1ccc(N(C)C)cc1 | 7 | 11 | -7 | -8 | 20 | -3 | 3 | 3 | -1.6 | 3 | 15
COC(=O)c1ccc(CNC(=O)COC(=O)Cc2ccsc2)cc1 | -2 | 2 | 17 | 2 | -2 | -2 | -33 | -17 | 0.4 | -2 | 6

From PubChem
